Bioassay records (PubChem)
Rat MKP-3 inhibitors: MKP-3 phosphatase inhibitors, primary screen, biochemical, rat enzyme, in vitro (AID 425); inhibition, % at 20 µM; hits with a dose series show IC50 in µM; recombinant MKP-3 phosphatase activity, fluorescence; higher % means a stronger effect; hit rate 0.17% among 110,000; in the data active means inhibition above about 50%;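 further: plate controls were vehicle for no effect and reference inhibitor for full effect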
Hsp70 displacement: small molecules displacing fluorescent ligand from Hsp70 – biochemical, fluorescence polarization, primary screen (AID 583). hit rate 0.06% among 140,000. displacement, % at 20 µM, or IC50 in µM where a hit was titrated. Hsp70 fluorescence polarization probe displacement, mP; higher % means a stronger effect; in the data active means displacement above about 50%;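 further: plate controls were vehicle for no effect and reference ligand for full effect; a part of the inactive calls stands beside numbers as strong as those of hits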
* = called active by the depositor; x = no result given.

SMILES	Rat MKP-3 inhibitors	Hsp70 displacement
COc1cc2c(cc1OC)CN(C(=O)c1ccc(OC)c(S(=O)(=O)N3CCOCC3)c1)CC2	-11.8%	1.4%
COc1ccc(-c2noc(CN3CCN(c4ccccc4)CC3)n2)cc1	-5.6%	-3.3%
CC(NC(=O)Nc1nnc(C(F)(F)F)s1)N1C(=O)C2C3C=CC(C3)C2C1=O (stereo not given)	-5.7%	-8.7%
O=C(NN1CCOCC1)c1cc2ccccc2oc1=O	-0.3%	1.1%
CCOC(=O)c1c(NC(=O)CCl)sc(C(=O)N(CC)CC)c1C	x	5.4%
Cc1ccccc1C(=O)Nc1cc(C(=O)O)cc(C(=O)O)c1	2.0%	1.4%
C=CCn1c(Cc2cccs2)nnc1SCC(=O)Nc1cccc(OC)c1	-6.9%	-2.0%
CCc1nnc(NC(=O)CSc2nc(C)c3c(c2C#N)CCCC3)s1	1.1%	-6.1%
COC(=O)c1ccccc1NC(=O)c1ccco1	-3.2%	-0.2%
O=C(Nc1ccc(OC(F)(F)F)cc1)c1ccc(OCc2ccccc2)cc1	6.1%	1.8%
Cc1c([N+](=O)[O-])c([N+](=O)[O-])nn1CC(=O)N1CCOCC1	0.2%	-2.4%
COC(=O)CC(NC(=O)c1ccco1)c1cccc2ccccc12 (stereo not given)	x	-1.0%
O=C(Nc1ccc(F)cc1)c1ccccc1F	x	20.3%
Brc1ccc(CN2CCN(C3CCCC3)CC2)cc1	3.3%	-1.6%
C=CCOc1ccc2ccccc2c1CNc1ncn[nH]1	-1.3%	4.3%
CC(C)C(C(=O)OCC(=O)c1ccc2c(c1)NC(=O)CO2)N1C(=O)c2ccccc2C1=O (stereo not given)	-19.3%	-4.2%
COc1ccc(C(=O)Nc2cccc(-c3nc4ccccc4o3)c2C)cc1	0.2%	1.1%
CCOC(=O)c1ccc(NC(=O)C(=O)NCc2ccccn2)cc1	2.3%	0.5%
OCCNc1nc(-c2ccccc2Cl)nc2ccccc12	1.0%	4.2%
Cc1cccc(NC(=O)CSc2n[nH]c(-c3ccncc3)n2)c1	0.6%	-2.0%
Cc1nn(Cc2nc(-c3cccs3)no2)c(C)c1Br	-0.5%	6.7%
CC(C)C12CN3CC(C(C)C)(CN(C1)C3c1ccc(N(C)C)cc1)C2=O (stereo not given)	-1.4%	0.4%
CCCCOC(=O)COC(=O)COc1c(Cl)cc(Cl)cc1Cl	-6.8%	-3.4%
O=C1Oc2ccccc2C(=O)/C1=C/c1cccc2ccc(O)cc12	-0.1%	4.6%
CCOC(=O)N1CCC(NC(=O)C(C)n2c3ccccc3c3cnn(C)c(=O)c32)CC1 (stereo not given)	1.6%	4.2%
CCOC(=O)c1csc(NC(=O)CSc2nnnn2-c2cccc(OC)c2)n1	x	-2.4%
CCc1ccc(C(=O)Nc2nnn(CC)n2)cc1	-17.0%	4.8%
COc1cc(C(c2sc3nc(C)nn3c2O)N2CCOCC2)cc(OC)c1OC (stereo not given)	-4.4%	5.1%
COc1ccc(/C=N/NC(=O)COc2ccc3c(C)cc(=O)oc3c2)cc1	-1.4%	1.8%
CN1CCN(C(=O)c2ccc(F)c(F)c2)CC1	-1.4%	-1.4%

Some of these compounds in order of heavy-atom count, descending.
SMILES	Rat MKP-3 inhibitors	Hsp70 displacement
Cc1cccc(NC(=O)CSc2n[nH]c(-c3ccncc3)n2)c1	0.6%	-2.0%
OCCNc1nc(-c2ccccc2Cl)nc2ccccc12	1.0%	4.2%
CCc1ccc(C(=O)Nc2nnn(CC)n2)cc1	-17.0%	4.8%

Additional records.
SMILES	Rat MKP-3 inhibitors	Hsp70 displacement
O=C(NCc1ccccn1)c1ccc([N+](=O)[O-])cc1	-1.7%	-1.0%
COc1cc(C2NC(=O)NC(C)=C2C(=O)OCCOC(C)C)ccc1OCc1ccccc1 (stereo not given)	0.5%	-0.9%
CCOC(=O)C(C)Oc1nc(Oc2ccccc2)nc(N(C)C)n1 (stereo not given)	-4.1%	1.7%
O=C(NCCN=C1NS(=O)(=O)c2ccccc21)c1ccc2nccnc2c1	0.8%	0.0%
CCOC(=O)N1CCN(c2c(-c3ccc(C)c(C)c3)c(=O)c2=O)CC1	-6.7%	7.6%
CCOC(=O)C(C#N)C(c1cccnc1)c1c(C)[nH][nH]c1=O (stereo not given)	5.3%	1.2%
C=CCNC(=O)c1cnn(-c2ccccc2)c1NC(=O)c1cccc(F)c1	2.2%	3.6%
Cc1cc(C(=O)CSc2nnnn2C)c(C)n1-c1ccc2c(c1)OCCO2	-7.1%	0.2%
COc1cc(-c2nc3ccccc3s2)ccc1O	x	-2.6%
CCc1cc(=O)oc2c(C)c(O)c(CN3CCCCC3)cc12	-1.3%	3.3%
COc1ccc2nc(SCC(=O)N(C)C3CCCCC3)c(C#N)cc2c1	-4.2%	2.5%
COc1cc(Br)cc(/C=N/N(C)C2=NS(=O)(=O)c3cc([N+](=O)[O-])ccc32)c1OC	2.6%	-2.3%
CCCC(=O)Nc1cc(OCC)c(NC(=O)NC2CCCCC2)cc1OCC	3.5%	4.7%
O=C(Cc1nc2ccccc2[nH]1)NCc1ccccc1	0.4%	-2.5%
CC(C)(C)OC(=O)NNC(=O)c1ccco1	1.4%	-3.3%
Cc1cc(C)c(C#N)c(N2CCN(Cc3ccc4c(c3)OCO4)CC2)n1	-0.5%	9.9%
Cn1c(=O)c2[nH]c(-c3cccnc3)nc2n(C)c1=O	-9.1%	0.1%
O=c1oc(-c2ccco2)cc(-c2ccccc2)c1-c1ccccc1	0.4%	0.3%
CCc1nc(N)c(C#N)c(-c2ccncc2)c1C	-11.5%	5.4%
Cc1nn(-c2ccccc2)c2[nH]c(=O)c(CNCc3ccc4c(c3)OCO4)cc12	-1.2%	2.9%
CCCc1[nH]n(-c2nc3ccccc3s2)c(=O)c1C=NCCN1CCOCC1	-4.8%	3.5%
NNC(=O)c1nnn(-c2nonc2N)c1-c1cccs1	x	-3.0%
O=C(NCc1ccc2c(c1)OCO2)c1c[nH]c2ccc(S(=O)(=O)N3CCOCC3)cc2c1=O	-5.7%	-0.6%
COc1ccc2cc(C(=O)NC3CCCCC3)c(=O)oc2c1	-2.7%	-2.1%
CCn1c(=NC(=O)CN2C(=O)CCC2=O)sc2c(C)cc(C)cc21	-0.7%	-2.4%
Cc1nc2c(C(=O)NCc3ccc4c(c3)OCO4)c[nH]n2c(=O)c1Cl	-1.0%	12.5%
CC1CCN(C(=O)CCCNC(=O)Cn2cnc3sc4c(c3c2=O)CCCC4)CC1	x	7.7%
Cc1ccc(NCc2nnc(SCC(=O)N3CCCCC3)n2CC2CCCO2)c(C)c1 (stereo not given)	-2.3%	-0.7%
COc1cccc(CNc2nc3nc(C)cc(C)n3n2)c1	-2.9%	4.6%
CC1CCN(C(=O)CSc2ccc3nnc(-c4ccc(F)cc4)n3n2)CC1	-0.8%	5.1%
C(#Cc1ccccc1)Cn1nnc2ccccc21	-1.0%	-0.6%
Cc1ccc2nc(SCCOc3ccccc3)[nH]c2c1	1.3%	2.9%
O=C(Nc1ccc2nn(-c3ccccc3)nc2c1)c1cccc(F)c1	-4.0%	3.8%
Cc1ccc(/C=C2\SC(=S)N(c3ccc(F)cc3)C2=O)o1	2.7%	0.9%
Cc1cc(NC(=O)c2cc(-c3cccs3)on2)nn1Cc1ccc(Cl)cc1	-4.2%	-3.6%
O=C(NOC(=O)c1ccccc1I)c1ccc(Cl)cc1	0.5%	0.5%
CCCCN(C)Cc1c(C)[nH]c2ccc(Cl)cc2c1=O	-7.0%	2.7%
Cn1c(Cn2c(=O)sc3ccccc32)nnc1SCC(=O)NCCc1ccccc1	3.1%	0.5%
Cc1cccc(Cn2c(SCCO)nc3c2c(=O)n(C)c(=O)n3C)c1	2.7%	2.5%
CC1=C(C(=O)OCCOc2ccccc2)C(c2ccc(Cl)c(Cl)c2)C2=C(CCCC2=O)N1 (stereo not given)	3.3%	-0.2%
O=C(c1ccc(Cl)cc1)N1CCN(C(=O)c2ccco2)CC1	5.5%	x
COc1ccc(O)c(-c2cc(C(F)(F)C(F)F)nc(-c3ccccc3)n2)c1	x	0.9%
CCOc1ccc(N(CC(=O)N2CCc3ccccc32)S(=O)(=O)c2c(C)noc2C)cc1	0.8%	4.0%
O=c1c(-c2ccccc2)c(C(F)(F)F)oc2cc(O)ccc12	0.7%	0.8%
CCCCn1c(=O)n(C)c(=O)c2c3c(sc21)COC(C)(C)C3	1.1%	4.7%
CCSc1ccccc1C(=O)Nc1cccnc1	-15.0%	1.1%
CC(=O)NC1=NC(=O)/C(=C\c2ccc(-c3ccc([N+](=O)[O-])cc3)o2)S1	7.1%	0.5%
CCOC(=O)c1csc(NC(=O)c2ccccc2)n1	-5.3%	12.0%
COc1ccc(N2C(=O)CC(N3CCC(c4nc5ccccc5[nH]4)CC3)C2=O)cc1 (stereo not given)	x	1.1%
COc1cc(NC(=O)c2cc(-c3cc(C)ccc3C)nc3ccccc23)c(OC)cc1Cl	1.8%	0.6%
COC(=O)c1ccccc1S(=O)(=O)NC(=O)c1ccccc1	5.1%	1.7%
CCn1cc(C(=O)N2CCN(Cc3ccc4c(c3)OCO4)CC2)c(=O)c2ccc(C)nc21	x	2.1%
O=C(CC12CCC(CC1)C2)NCc1ccc2c(c1)OCO2	x	6.4%
O=C(O)c1cc(NC(=O)c2ccccc2-c2ccccc2C(=O)O)cc(C(=O)O)c1	-3.6%	3.4%
Cc1cc(Nc2ccc(F)cc2)n2nc(C)nc2n1	-0.5%	-5.2%
COc1ccc(N=Cc2ccc(N3Cc4cc(C)c(C)cc4C3)cc2)cc1	0.0%	7.2%
C=CCn1c2ccccc2n2cc(-c3ccc(Br)cc3)nc12	4.6%	-4.4%
Cc1ccc(C(=O)Nc2ccc3oc(-c4ccc(F)cc4Cl)nc3c2)cc1[N+](=O)[O-]	-1.3%	-2.3%
COc1ccc(S(=O)(=O)N(CC(=O)Nc2cc(Cl)ccc2C)Cc2ccccc2)cc1	0.5%	-0.5%
Cc1cc(OCC(=O)NCCCN2CCOCC2)ccc1Br	2.6%	-1.6%

Brought forward from above: five entries, then new ones.
SMILES	Rat MKP-3 inhibitors	Hsp70 displacement
COc1ccc(N=Cc2ccc(N3Cc4cc(C)c(C)cc4C3)cc2)cc1	0.0%	7.2%
C=CCn1c2ccccc2n2cc(-c3ccc(Br)cc3)nc12	4.6%	-4.4%
Cc1ccc(C(=O)Nc2ccc3oc(-c4ccc(F)cc4Cl)nc3c2)cc1[N+](=O)[O-]	-1.3%	-2.3%
COc1ccc(S(=O)(=O)N(CC(=O)Nc2cc(Cl)ccc2C)Cc2ccccc2)cc1	0.5%	-0.5%
Cc1cc(OCC(=O)NCCCN2CCOCC2)ccc1Br	2.6%	-1.6%
COc1ccc(C(=O)N[C@H](C(=O)NCC2CCCCC2)C(C)C)cc1	x	-3.2%
CCC1=NN2C(=N)/C(=C/c3ccc(-c4ccccc4C(=O)OC)o3)C(=O)N=C2S1	-6.9%	6.4%
CCOC(=O)C1=C(C)NC2=C(C(=O)c3ccccc32)C1c1cccs1 (stereo not given)	2.6%	-0.6%
CCN(CC)C(=O)CSc1nc2ccccc2c(=O)n1-c1cccc(OC)c1	-6.3%	-2.7%
O=[N+]([O-])c1ccc(S(=O)(=O)Nc2ccccc2Br)cc1	-3.1%	3.3%
Cc1[nH]c(C)c2c(=O)n(-c3ccccc3)ncc12	-1.3%	-0.2%
Cc1ccc(C23CC4CC(CC(O)(C4)C2)C3)cc1N=Cc1cc(Br)ccc1O	3.2%	-0.6%
COCCn1c(SCC(=O)c2[nH]c(C)c(C(C)=O)c2C)nc2ccccc21	-6.7%	-0.6%
CC(C)CCn1c(N2CCC(C(N)=O)CC2)nc2c1c(=O)[nH]c(=O)n2C	-3.6%	3.4%
COc1ccc(NC(=O)c2ccc(CN3CCc4ccccc4C3)cc2)c(OC)c1	3.0%	-0.5%
O=C(O)CCc1ccc(-c2ccc(F)cc2)n1Cc1ccco1	-17.0%	x
CCOC(=O)N1CCC(NC(=O)C2CCN(c3ccc(N4CCOCC4)nn3)CC2)CC1	1.2%	-0.7%
O=C(NCC1CC2CC1C1CC21)C1C2C3C4CC5C3C5C4C12 (stereo not given)	-2.5%	2.3%
O=C1c2ccccc2NC(c2ccccc2[N+](=O)[O-])N1O (stereo not given)	-3.8%	1.9%
CC(C)(C)NC(=O)c1cccc(NC(=O)c2ccc(Cl)c(Cl)c2)c1	1.6%	1.7%

Filtered by structure: the compounds so far containing a CF3 group (3)
SMILES	Rat MKP-3 inhibitors	Hsp70 displacement
CC(NC(=O)Nc1nnc(C(F)(F)F)s1)N1C(=O)C2C3C=CC(C3)C2C1=O (stereo not given)	-5.7%	-8.7%
O=C(Nc1ccc(OC(F)(F)F)cc1)c1ccc(OCc2ccccc2)cc1	6.1%	1.8%
O=c1c(-c2ccccc2)c(C(F)(F)F)oc2cc(O)ccc12	0.7%	0.8%

(list continues)
SMILES	Rat MKP-3 inhibitors	Hsp70 displacement
Cc1ccc(N=C(c2cccs2)N2CCOCC2)cc1	-10.6%	0.2%
Cc1cccc(OCCOc2ccc(/C=N/n3cnnc3)cc2)c1	1.8%	-0.4%
CC(C)(C)c1cc(S(=O)(=O)CCc2ccccn2)cc(C(C)(C)C)c1F	x	1.5%
Cc1nc(SCC(=O)Nc2c(C)n(C)n(-c3ccccc3)c2=O)[nH]c(=O)c1Cc1ccccc1	-6.9%	-5.0%
O=C(CCC1CCCCC1)NCc1ccncc1	-12.1%	4.1%
O=C(Nc1ccccc1[N+](=O)[O-])c1cccc(N2C(=O)CCC2=O)c1	2.9%	-1.7%
O=C(O)c1ccccc1SC1CC(=O)N(Cc2ccccc2)C1=O (stereo not given)	1.2%	0.0%
Cc1cc2c3c(c1C)C1(C(=O)N3C(C)(C)CC2C)C(C#N)=C(N)Oc2n[nH]c(C)c21 (stereo not given)	-9.3%	5.0%
Cn1c(CSc2ncn[nH]2)nc2ccccc21	-4.7%	4.2%
COc1ccc(N(CC(=O)NCc2ccccc2)S(=O)(=O)c2c(C)noc2C)cc1	-8.4%	-2.0%

A portion of the library; the hit share may differ from the screen's.
